Screening results: PubChem BioAssay, several laboratories
phage Ecoli inh: E. coli growth loss with phage present; growth absorbance; inhibition, % at 11.9 µM; 0.26% of 360,000 active; AID 651602; in the data active means inhibition above about 11%
Wnt bcat act: Wnt/beta-catenin pathway activation; Wnt/beta-catenin reporter cell assay, activator, plate reader; activation, % at 9.35 µM; 1.2% of 300,000 active; AID 743398; in the data active means activation above about 30%, passing the limit was not always enough;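 further: 0% = neutral control wells and 100% = positive control wells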
* = called active by the depositor. This is a subset (hit frequency here may not be typical).

Structure	phage Ecoli inh	Wnt bcat act
CC1(C(=O)NS(=O)(=O)c2cccs2)CCN1C(=O)C1CCCCC1 (stereo not drawn)	-1.2	0.1
COc1ccc(-c2nn(-c3ccccc3)cc2CNC[C@H]2O[C@@H](n3cnc4c(=O)[nH]c(N)nc43)[C@H](O)[C@@H]2O)cc1	1.5	-1.6
CCOC(=O)c1ccc(NC(=O)c2ncn3c2C(=O)NC[C@H]3C)cc1	1.2	-15.2
CC(C)CC1C(=O)N(Cc2cn(CCC3OCCCO3)nn2)CCS(=O)(=O)N1Cc1ccc(-c2ccc(Cl)cc2)cc1 (stereo not drawn)	1.2	-10.6
COC(=O)[C@@]12C[C@@H](CC(=O)NCC3CCCCC3)C(=O)N(Cc3ccccc3)C1=CCC(C)(C)C2	1.2	-4.3
CCOC(=O)C1=CCN(S(=O)(=O)c2ccc(Cl)cc2)C1c1cccc(Cl)c1 (stereo not drawn)	3.4	-1.7
CN1CCCCC(NC(=O)c2ccc3ccccc3c2)C1=O (stereo not drawn)	2.2	18.6
CCc1nc2ccc(C(=O)Nc3cccc(OC)c3)cn2c1N(C)CCCc1ccccc1	1.3	0.3
COc1ccccc1N1CCN(C(=O)C(=O)c2cccc([N+](=O)[O-])c2)CC1	3.6	-1.4
O=C(NCC1CC1)c1csc([C@@H]2O[C@H](CO)[C@H](O)[C@H](O)[C@H]2O)n1	1.0	-1.6
O=C(Nc1nnc([C@H]2C[C@H](O)[C@@H](CO)O2)s1)c1ccc(Oc2ccccc2)cc1	3.5	0.3
CN(C)C(=S)Oc1ccccc1C1(C)OCCO1	1.8	-3.0
CN1C(=O)CON=C1c1cccc2ccccc12	2.7	-4.2
N#Cc1ccc(OCC(=O)OCC(=O)N2CCc3ccccc32)cc1	1.8	-1.0
CN(C)c1ccc(CNc2nc3cc(-c4ccc(F)cc4)sc3c(=O)n2C)cc1	3.2	23.6
C[C@H]1CN([C@@H](C)CO)C(=O)CCCn2cc(nn2)CO[C@@H]1CN(C)C(=O)Nc1ccccc1F	2.1	-0.6

One compound at a time, from the list above. Values in the order: phage Ecoli inh | Wnt bcat act
Record of C[C@H]1CN([C@@H](C)CO)C(=O)CCCn2cc(nn2)CO[C@@H]1CN(C)C(=O)Nc1ccccc1F : 2.1 | -0.6
Record of CN(C)c1ccc(CNc2nc3cc(-c4ccc(F)cc4)sc3c(=O)n2C)cc1 : 3.2 | 23.6
Record of CN1C(=O)CON=C1c1cccc2ccccc12 : 2.7 | -4.2

More compounds.
Structure	phage Ecoli inh	Wnt bcat act
COC(=O)[C@H]1C[C@H](OC(=O)NCc2ccccc2F)[C@@]2(O)CN(S(=O)(=O)c3ccc(C)cc3)CC2[C@H]1C(=O)OC (stereo partly drawn)	0.4	-2.5
CC(=O)Nc1ccc(C=Cc2ccc([N+](=O)[O-])cc2)cc1	-0.5	22.2
COC(=O)c1ccc2nc(-c3ccc(OC)c(OC)c3)c(Cc3ccccc3C(F)(F)F)n2c1	1.8	-4.9
CNc1ncnc2c1ncn2[C@H]1CN(Cc2ccc3c(c2)OCO3)C[C@@H](CO)O1	0.9	-0.7
CC(C)COC(=O)N1CCCCC1c1cc(C(=O)NC(C)C)no1 (stereo not drawn)	0.5	-0.2
Cc1ccccc1NC(=O)Cc1nc(COC(=O)Cc2cccc(C(F)(F)F)c2)cs1	3.5	-5.0
CC1(C(=O)NS(=O)(=O)c2cccc(OC(F)F)c2)CCN1C(=O)Cc1ccccc1 (stereo not drawn)	1.0	2.4
COc1cc2oc(=O)cc(CN3CCN(c4ccccc4OC)CC3)c2cc1Cl	0.4	-1.6

Pulled by structure from above (two):
Structure	phage Ecoli inh	Wnt bcat act
CC1(C(=O)NS(=O)(=O)c2cccc(OC(F)F)c2)CCN1C(=O)Cc1ccccc1 (stereo not drawn)	1.0	2.4
COc1cc2oc(=O)cc(CN3CCN(c4ccccc4OC)CC3)c2cc1Cl	0.4	-1.6

The results go on:
Structure	phage Ecoli inh	Wnt bcat act
CC(C)(C)c1ccc(C(O)c2ncc(-c3ccccc3)[nH]2)cc1 (stereo not drawn)	2.5	6.9
C[C@H]1CN([C@@H](C)CO)S(=O)(=O)c2ccc(C#CC3(O)CCCC3)cc2O[C@@H]1CN(C)C(=O)Cc1cccnc1	2.4	-0.8
CC(=O)c1cccc(-c2ccnc3c2CC(C(=O)NCCC(F)(F)F)O3)c1 (stereo not drawn)	3.8	-4.0
O=C(NCCc1ccc(Cl)cc1)c1cccc(S(=O)(=O)N2CCCC2)c1	1.4	-0.1
CC(C)(C)n1nnnc1C(c1ccccc1)N1CCN(c2ccc(C(F)(F)F)cn2)CC1 (stereo not drawn)	0.7	1.6
CC(C)Nc1nc(Nc2ccc(Cl)cc2F)c2sccc2n1	-0.3	0.0
Cc1cc(C(=O)N2CCC2(C)C(=O)NCc2cccc3ccccc23)nn1C (stereo not drawn)	3.1	0.2
CC1(C)OC(=O)C2=C(CC(CCc3ccccc3)OC2c2cccc(C(F)(F)F)c2)O1 (stereo not drawn)	4.2	-1.6
O=C(Nc1cc(C(F)(F)F)ccc1N1CCOCC1)c1cccc(S(=O)(=O)N2CCOCC2)c1	0.1	0.5
c1ccc2c(C3OCC4(CCCC4)CO3)cccc2c1	4.1	3.8
CCc1nc2c(OCCOc3ccc(F)cc3)cccn2c1N(C)C(=O)c1ccco1	1.7	0.1
CCCC(=O)N1CCCC1(C)C(=O)Nc1ccc2cn[nH]c2c1 (stereo not drawn)	1.8	-1.8
CN1C(=O)CC2(C)C1=CCc1scnc12 (stereo not drawn)	1.6	-1.2
CSc1ccccc1C(=O)OCC(=O)NC1CCCCCCC1	-0.8	-0.9
NC(=O)c1c(N)[nH]c(C(=O)c2ccccc2)c1-c1ccc(Cl)cc1Cl	3.6	-0.7
CC1(C(=O)NS(=O)(=O)c2ccccc2Cl)CCN1C(=O)C1CCCCC1 (stereo not drawn)	1.6	-1.0
C[C@H](O)[C@@H]1C(=O)N2CCc3ccc(-c4ccccc4)cc3[C@@H]2C[C@@H]1N(C)C(=O)c1cccnc1	2.0	-1.5
CC1(C(=O)NCc2ccc(C(F)(F)F)cc2)CCN1C1Cc2ccccc2C1 (stereo not drawn)	0.5	-1.8
CCOc1cc(OCC)cc(C(=O)N2CCC[C@H]2C(=O)N2CCC[C@H]2C(=O)N[C@@H](C)c2ccccc2)c1	3.5	-1.3
C[C@H]1CN([C@@H](C)CO)S(=O)(=O)c2ccc(Br)cc2O[C@H]1CN(C)C(=O)CN(C)C	1.6	-1.8
CCc1nc2ccc(C(=O)Nc3ccc(NC(C)=O)cc3)cn2c1N(C)CCC(C)C	2.9	-2.0
COC(=O)C1=C(C)N(Cc2cccc(C(F)(F)F)c2)C(=NCc2ccc(OC)cc2)NC1c1ccc(F)cc1 (stereo not drawn)	4.4	-21.4
C[C@@H]1CCCCO[C@H](CN(C)C(=O)Nc2ccc3c(c2)OCO3)[C@H](C)CN([C@@H](C)CO)C(=O)c2cc(NS(=O)(=O)c3ccc(Cl)cc3)ccc2O1	1.8	-2.8
CC1(C(=O)NCc2ccc(F)c(F)c2)Cc2c(-c3cccc(C(F)(F)F)c3)ccnc2O1 (stereo not drawn)	4.2	0.2
CC(C)NC(=O)Nc1nnc([C@H]2C[C@H](O)[C@@H](CO)O2)s1	0.0	0.0
O=S1(=O)c2cc(Cl)ccc2N2CCC[C@@H]2CN1Cc1ccc(Cl)c(Cl)c1	-0.2	0.7
CCC(=O)N1CCCC1(C)C(=O)Nc1ccc(OC(F)F)cc1 (stereo not drawn)	0.5	-1.4
NC(Cc1ccc(O)cc1)C(=O)NN=Cc1ccccc1O (stereo not drawn)	4.8	9.1
CC(=O)N1C[C@@H](CO)[C@@H](N(C)C(=O)Nc2cccc3ccccc23)C[C@H]1c1ccccc1	2.4	2.8
COCCNC(=O)c1cc2c(Br)ccc(Br)c2nc1N	0.6	-4.6
CCC(=O)N1CCCC1(C)C(=O)Nc1ccc2c(c1)CCN2C(C)=O (stereo not drawn)	1.7	-0.4
COC(=O)[C@@]12C[C@@H](CC(=O)NCC3CCCCC3)C(=O)N(Cc3ccc4c(c3)OCO4)C1=CCC(C)(C)C2	1.0	0.0
COC(=O)[C@]12C[C@H](CC(=O)NCc3cccc(C(F)(F)F)c3)C(=O)N(Cc3ccccc3)C1=C[C@H](C(C)C)O[C@@H]2C1CC1	-1.2	-6.3
CC(C)(C)NC(=O)C1C(c2ccc(C(F)(F)F)cc2)=Nc2ccccc2N1C(=O)c1cccc(C(F)(F)F)c1 (stereo not drawn)	4.6	0.1
COc1ccc([C@H]2C[C@H](O)[C@@H](n3cc(COC(=O)c4ccccc4)nn3)CN2CC2CCCCC2)cc1	-2.3	-2.2
O=C(Nc1cccc2c1[nH]c(=O)c1ccccc12)C(F)(F)F	1.0	-2.9
COc1ccc(S(=O)(=O)N2CCOC2CNC(=O)C(=O)NCCCN2CCCC2=O)cc1OC (stereo not drawn)	-1.8	0.3
CNc1cc(-c2c(OC)cccc2OC)ncn1	2.0	3.9
O=C(OCc1ccccc1)N1CCC2CC1c1cc(-c3cc4ccccc4o3)ccc12 (stereo not drawn)	2.6	-1.7
COc1cc(OC)c(NC(=O)NNC(=O)C(=O)NC2CC2)cc1Cl	3.7	2.0
CCOC(=O)C1(C)CCN1C(=O)c1ccc(OC)c(F)c1 (stereo not drawn)	1.2	-0.6
COc1ccc(NC(=O)COC(=O)c2c(C)noc2C)cc1Cl	3.4	-5.1
CCOC(=O)C1=CCN(S(=O)(=O)c2ccc(C)cc2)C1c1cccc(F)c1 (stereo not drawn)	2.4	0.1
CC(C)NC(=O)N(C)C[C@@H]1OCc2cnnn2CCCC(=O)N([C@H](C)CO)C[C@@H]1C	3.9	-1.7
CC(=O)Nc1ccc(S(=O)(=O)NCCc2ccc3c(c2)OCCO3)cc1	2.8	-0.2
C[C@H](c1ccccc1)N1C[C@@H](COCc2ccccc2)Oc2cccc(F)c2S1(=O)=O	2.7	-2.5
C[C@@H]1CN([C@H](C)CO)S(=O)(=O)c2ccc(Br)cc2O[C@H]1CN(C)C(=O)Nc1cccc(F)c1	0.6	-6.5
Cc1cccc(C)c1NC(=O)CN1CCN(C(=O)CNC(=O)Cc2cccc3ccccc23)CC1	3.3	-2.3
CCCCOCCCNC(=O)C[C@@H]1C[C@@]2(C(=O)OCC)CCCC=C2N(CCC2=CCCCC2)C1=O	-1.1	-4.4
C[C@@H]1COc2cc(NCCO)ccc2S(=O)(=O)N1	-1.5	-2.7
COc1ccc([C@H]2CC(=O)C[C@@H](CCn3cc(-c4ccccn4)nn3)O2)cc1	1.1	-2.1
O[C@H]1CN(Cc2cccs2)[C@@H](c2ccc(Cl)cc2)C[C@@H]1n1cc(C2CC2)nn1	-0.1	-0.4
O=C1NC[C@H](CCCCN2CCN(CCc3ccccc3)C(=O)C2=O)N(CCc2ccc(O)cc2)C1=O	3.8	0.1
CC(C)NC(=O)C1(C)CCN1C(=O)c1ccc(F)c(Cl)c1 (stereo not drawn)	5.0	-2.0
N#Cc1ccc(C23CC4(C2)[C@H](CN(Cc2ccc(C(F)(F)F)cc2)[C@@H]4c2ccccc2)C3c2ccc(Cl)nc2)cc1 (stereo partly drawn)	4.9	-6.7
CCc1nc2ccc(C(=O)Nc3ccc(OC)c(OC)c3)cn2c1N(C)Cc1nccs1	3.0	0.5

The results go on.
Structure	phage Ecoli inh	Wnt bcat act
CC1=C(c2ccccc2)C(=O)C(C)(C)CC1=O	2.1	-2.7
Cc1ccc(NS(=O)(=O)c2ccc(-n3cccn3)cc2)c(Br)c1	2.2	-1.8
COc1cccc(NC(=O)N(C)C[C@@H]2OCc3cnnn3CCCC(=O)N([C@H](C)CO)C[C@@H]2C)c1	0.1	4.2
Cc1ccc(Cc2c(-c3ccc(C#N)cc3)nc3c(C)cc(Br)cn23)cc1	0.7	-0.8
Cc1cc(C)c2c(=O)n3c(nc2c1)C(Cc1ccc(O)cc1)NC(=O)c1cccnc1-3 (stereo not drawn)	0.5	1.6
C[C@H]1CN([C@@H](C)CO)C(=O)c2cc(Br)cnc2O[C@@H]1CN(C)C(=O)c1ccncc1	1.4	1.1
C[C@H]1CN([C@@H](C)CO)C(=O)CCCn2cc(nn2)CO[C@@H]1CN(C)C(=O)NC1CCCCC1	-2.2	-3.0
COc1ccc(NC(=O)Nc2nc(C(N)CC(C)C)cs2)cc1 (stereo not drawn)	1.8	0.4
CCN(CC)C(=O)C1=C(C)N(CCC2=CCCCC2)C(=O)C(CC(=O)NCc2ccco2)C1 (stereo not drawn)	1.2	-0.5
O=C(CSC1=NCCS1)N1N=C(c2cccs2)CC1c1ccc(F)cc1 (stereo not drawn)	1.4	-0.8
Cc1ccc([C@H]2C[C@H](n3cc(-c4ccc(F)cc4)nn3)[C@@H](O)CN2C(=O)c2cccs2)cc1	2.6	-1.1
OC[C@@H]1CN(Cc2ccc(Cl)cc2)C[C@H](n2cnc3c(N4CCCC4)ncnc32)O1	3.2	-1.5
COC(=O)[C@]12CCCCC=C1N(Cc1ccc(Cl)cc1Cl)C(=O)[C@H](CC(=O)NCCC(C)C)C2	4.0	-1.4
C[C@@H]1CCCCO[C@H](CN(C)S(=O)(=O)c2ccc(F)cc2)[C@@H](C)CN([C@H](C)CO)C(=O)c2cc(NC(=O)Nc3ccc(C(F)(F)F)cc3)ccc2O1	0.9	-8.9
COc1ccc(-c2cc(NC=O)c3ncc(-c4ccc(OC)c(OC)c4)n3c2)cc1	0.9	-1.1
COC(=O)[C@@]12C[C@@H](CC(=O)NCc3cccc4ccccc34)C(=O)N(CCc3ccc(OC)c(OC)c3)C1=CCC(C)(C)C2	1.9	-5.0
CC(C)=CCCC(C)c1cc(C(=O)NCCc2ccc(O)cc2)c(N)s1 (stereo not drawn)	1.4	0.1
O=C(NC(c1ccccc1)c1ccsc1)C1CCN(CCOc2ccc(Cl)cc2Cl)CC1 (stereo not drawn)	4.2	0.5
